yeast bub3 – NCI yeast anticancer drug screen, S. cerevisiae bub3 mutant strain | % growth inhibition at 50 µM | hit rate 9.9% among 78,000;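 further: 0% = growth of vehicle-only cultures of the same strain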
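Mutant yeast screening strain plus compound; vehicle-treated cultures serve as the 0% inhibition reference.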
yeast mec2-1 – NCI yeast anticancer drug screen, S. cerevisiae mec2-1 strain. % growth inhibition at 50 µM. hit rate 9% among 79,000;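 further: 0% = growth of vehicle-only cultures of the same strain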
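Using mec2-1 yeast: add compound, measure growth, express inhibition versus vehicle-treated cultures.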
cln2 rad14 – NCI yeast anticancer drug screen, S. cerevisiae cln2 rad14 strain | growth inhibition, % at 50 µM | hit rate 8.3% among 78,000;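 further: 0% = growth of vehicle-only cultures of the same strain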
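Growth of compound-exposed yeast (cln2 rad14 genotype) measured and expressed as inhibition relative to vehicle.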
yeast rad50 – NCI yeast anticancer drug screen, S. cerevisiae rad50 strain; % growth inhibition at 50 µM; hit rate 10% among 79,000; AID 155;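 further: 0% = growth of vehicle-only cultures of the same strain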
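Cells are treated with compound, grown, and their growth is then scored against vehicle-only cultures of the same repair-deficient yeast strain.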
yeast mlh1 rad18 – NCI yeast anticancer drug screen, S. cerevisiae mlh1 rad18 strain; hit rate 11% among 79,000; % growth inhibition at 50 µM; AID 175;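 further: 0% = growth of vehicle-only cultures of the same strain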
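A repair-deficient yeast strain is exposed to test compound, and growth is scored relative to vehicle-treated controls.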
yeast sgs1 mgt1 – NCI yeast anticancer drug screen, S. cerevisiae sgs1 mgt1 strain; hit rate 10% among 78,000; AID 161; % growth inhibition at 50 µM;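 further: 0% = growth of vehicle-only cultures of the same strain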
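Percent growth inhibition was derived by comparing compound-exposed mutant yeast with vehicle-exposed cultures. The strain carries alterations in DNA damage repair.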
Active calls of the source: *; nt = no result given; & = joins results of further samples; ! = a repeat was not active. No stated cut-off is given here; in the data, active means growth inhibition above about 70%; inactive means the rest.

SMILES	yeast bub3	yeast mec2-1	cln2 rad14	yeast rad50	yeast mlh1 rad18	yeast sgs1 mgt1
O=C(NCCc1ccccn1)c1ccc2cc(C(=O)N3CC(CCl)c4ccc([N+](=O)[O-])cc43)[nH]c2c1 (configuration not stated)	3	-2	12	9	-76	4
C/C=C(\C)C(=O)OC1CCC2(C)C3CCC4C5(O)CC(O)C6(O)C(CN7CC(C)CCC7C6(C)O)C5(O)CC42OC13O (configuration not stated)	-11	-4	19	-10	28	-12
O=c1ccc(=O)[nH][nH]1	27&30&2	-12&23&10	-7&28&4	-4&36&6	6&16&11	-6&7&6
CP(O)(=S)C1CCCCC1 (configuration not stated) (tested in a mixture with another compound)	19	1	5	27	14	-5
O=c1ccc2cc(OC3OC(CO)C(O)C(O)C3O)c(O)cc2o1 (configuration not stated)	-38	-40	1	-19	-22	-24
CNC(Cc1ccccc1)c1ccc(O)c(OC)c1 (configuration not stated)	5	-16	-35	0	1	-7
C1CCC2[N-]CCCC2C1.C1CCC2[N-]CCCC2C1.O=[N+]([O-])O.O=[N+]([O-])O.[Cu+2] (configuration not stated)	-4	22	-19	22	25	15
O=[N+]([O-])c1cccc([As](=O)(O)c2ccc(O)c([N+](=O)[O-])c2)c1	20	10	-4	6	5	15
O=C/C(Cl)=C(/Cl)C(=O)O	7	10	-6	8	14	-3
CC1(C)N=C(NN=C2CCCCC2)SP1(=O)NNc1ncccn1 (configuration not stated)	15	12	2	30	23	26
CC(C)c1ccc(O)cc1	-9	-8	-6	1	12	1
CCC(OC(=O)C(Cl)(Cl)Cl)c1ccccc1 (configuration not stated)	11	-14	4	-6	-14	6
S=P(Nc1ccccc1)(Nc1ccccc1)Nc1ccccc1	98*	98*	98*	97*	97*	97*
COC(=O)CP(=O)(OC)OCC(F)(F)F (configuration not stated)	-34	-14	-6	-33	-25	-24
CC(=O)c1ccccc1N=Nc1ccc(N(CCCl)CCCl)cc1C	20	20	1	14	31	13
S=[As](c1ccc(-c2ccccc2)cc1)(c1ccc(-c2ccccc2)cc1)c1ccc(-c2ccccc2)cc1	-14	-6	-20	-11	-18	-39
Cc1ccc(-n2c(=S)[nH]c3ccccc3c2=O)cc1C	nt	-11	nt	11	4	nt
C=C(OP(=O)(OC)OC)Sc1ccccc1C	26	33	-6	19	21	30
CN(C)c1ccc(/C=C/c2cc3scc(-c4ccccc4)[n+]3c3ccccc23)cc1	99*	99*	99*	99*	99*	99*
Nc1cc(S(=O)(=O)F)ccc1O	-1	1	-62	7	-8	0
Cc1c(Cl)cc([N+](=O)[O-])c(O)c1[N+](=O)[O-]	26	-1	31	6	8	5
COc1c2occc2c(CCl)c2ccc(=O)oc12	6	11	24	27	28	14
N#Cc1cc([N+](=O)[O-])c(Cl)c([N+](=O)[O-])c1Cl	nt	93*	nt	93*	92*	nt
Cc1cc(F)ccc1[As](=O)(O)O	5	-2	-18	-1	3	-3
O=C(O)CCC(=O)O	-2&-28	-2&-17	14&-42	6&-8	11&-13	-6&-22
COC1=CC(=O)OC(CCc2ccccc2)C1 (configuration not stated)	-9	-6	-14	-3	-5	-2
CC1CCC2(NC1)OC1CC3C4CC=C5CC(O)CCC5(C)C4CCC3(C)C1C2C (configuration not stated)	99*	99*	98*	98*	99*	99*
Cc1ccc(P(=O)(O)O)cc1	-2	-16	3	-11	-15	12
NC1=NC(N)=N1	14	17	-1	2	-13	-6
CN(C)C(=O)c1nnsc1NN=O	-14	34	8	32	9	-35
CCOC(=O)C(Br)Br	23	-3	22	20	11	-14
CCCCCCN1C(C)C1C(C)C (configuration not stated)	-4	12	-4	6	2	2
C=CCN1CC2CN=NC2(C#N)C1 (configuration not stated)	7	6	-22	-11	-5	1
COc1ccc(CCN(C)C(C)C2C3CC4CC(C3)CC2C4)cc1OC (configuration not stated)	-1	11	-16	35	18	19
Cc1ccc(-c2cc(C)n(C)[n+]2C)cc1	10	7	-21	8	-3	9
O=[N+]([O-])c1cc(Cl)c(Cl)c([N+](=O)[O-])c1Cl	-2	-18	-24	-7	7	6
CC(C)C1C=Cc2ccccc21 (configuration not stated)	-4	2	-13	14	29	4
CCOC(=O)C(C)(Br)CBr (configuration not stated)	3	-5	11	-4	13	7
Cc1ccc(C(=O)CCl)o1	99*	100*	71*	99*	98*	76*
Cc1cc(C=C2C(=O)NC(=S)NC2=O)c(C)n1-c1ccccc1	9	-5	-43	14	5	18
O=C(O)C1C2Cc3ccccc3C1c1ccccc12 (configuration not stated)	-14	-8	1	-2	-10	1
ClCCN(CCCl)c1ccc(C2N(Cc3ccc(Cl)cc3)CCCN2Cc2ccc(Cl)cc2)cc1	99*	98*	95*	98*	98*	99*
Cc1nnc2n1-c1ccc(Cl)cc1C(c1ccccc1)=[N+]([O-])C2	7	-1	65	-17	-6	3
CCCCCCCCCCCCBr	-10	-7	-13	11	-1	-5
NNC(=O)CCC(N)C(=O)O (configuration not stated)	-17	-18	-12	-20	-49	-35
COc1ccc2c(c1)C(=O)C(N)C2 (configuration not stated)	7	2	-22	2	20	0
C=CCn1nnc(N)n1	8	7	20	-12	-2	-22
CC(C)([N+](=O)[O-])S(=O)O	-5	-14	-1	-9	-1	-22
O=C1NC(=O)C(CCN2CCCCC2)(c2ccccc2)C(=O)N1	-11	19	-7	-10	-6	8
N#CCCCCN=[N+]=[N-]	20	27	3	-4	-8	-13
CC[C@@]1(O)C(=O)OCc2c1cc1n(c2=O)Cc2c-1nc1ccccc1c2C=Nc1ccc(N[C@@H]2c3cc4c(cc3[C@@H](c3cc(OC)c(O)c(OC)c3)[C@H]3C(=O)OC[C@@H]32)OCO4)cc1	83*!	77*	78*!	83*!	81*!	80*!
CC1(Cl)CC(C)(/C=C/Cl)C(Cl)CC1Cl (configuration not stated)	15	19	45	59	79*	51
CC(C)N1C(=O)NC(=O)C2(CCCC2)C1=O	-13	3	-28	-2	-2	-2
Cc1cccc(OP(=O)(c2ccccc2)c2ccccc2)c1	4	0	-41	16	-16	23
[Cr+3].[NH-]CC[NH-].[NH-]CC[NH-].[NH-]CC[NH-].[O-][Cl+3]([O-])([O-])O	1	1	-5	19	-2	1
N=P(c1ccccc1)(c1ccccc1)c1ccccc1 (tested in a mixture with another compound)	19	17	25	62	60	44
Cn1ccnc1C[N-]Cc1nccn1C.O=[N+]([O-])[O-].O=[N+]([O-])[O-].[Cu+2]	-5	8	24	18	6	-1
CCC1(CC)C(=O)NC(=O)[N]([Sn]([CH3])([CH3])[N]2C(=O)NC(=O)C(CC)(CC)C2=O)C1=O	-1	-4	-19	-17	-26	7
CC(=O)OC(C)(C)/C=C/C(=O)[C@](C)(O)[C@H]1[C@H](O)C[C@@]2(C)[C@@H]3CC=C4[C@@H](C[C@H](O)[C@H](O)C4(C)C)[C@]3(C)C(=O)C[C@]12C	92*	94*	91*	92*	92*	93*
CCOC(=O)C(Br)CC (configuration not stated)	6	1	9	12	9	-16

(continued)
SMILES	yeast bub3	yeast mec2-1	cln2 rad14	yeast rad50	yeast mlh1 rad18	yeast sgs1 mgt1
COc1ccc2c3c(c4cc(OC)c(OC)cc4c2c1)C[C@H]1CCCCN1C3	93*	94*	92*	93*	93*	94*
O=S1(=O)CC2(N3CCOCC3)C3CCC(C3)C21 (configuration not stated)	9	5	0	24	12	1
NC(CCl)C(=O)O (configuration not stated)	13	-10	7	10	-2	4
C=C1CC2C3CC=C4CC(OC(C)=O)CCC4(C)C3CCC2(C)C1=O (configuration not stated)	16	14	1	32	16	6
Cc1ccnc(NN=O)c1	-17	-19	-1	-2	2	-7
C/C=C\C(=O)O	-2	-10	-28	13	-21	4
CCOc1ccc(N)cc1	0	11	6	-5	9	-6
CCC[CH2][Sn]([CH2]CCC)([O]C(=O)CN)[O]C(=O)CN	19	18	22	30	44	35
COc1ccc(-n2c(C)nc3ccccc3c2=O)cc1CN(CCCl)CCCl	3	-4	-22	4	2	-8
O=[N+]([O-])c1ccc(/C=C/c2ccc(S(=O)(=O)F)cc2Cl)c(Cl)c1	-7	-11	-34	-13	-4	1
O.O=S(=O)(O)O.[Co+3].[NH2-].[NH2-].[NH2-].[NH2-].[OH-]	12	11	29	31	22	9
CCOC(=O)CP(=S)(S)c1ccccc1 (configuration not stated)	-26	-46	-6	-34	-43	-6
C1CN([PH+](N2CC2)N2CC2)CCO1.C1CN([PH+](N2CC2)N2CC2)CCO1.[I][Pd][I]	0	7	-8	4	-4	-6
[pH]1p2[pH]p3p1p3[pH]2.c1cc[c]([Ge]([c]2ccccc2)[c]2ccccc2)cc1.c1cc[c]([Ge]([c]2ccccc2)[c]2ccccc2)cc1.c1cc[c]([Ge]([c]2ccccc2)[c]2ccccc2)cc1	-1	59	38	2	18	5
CCOP(=O)(OCC)/C(C#N)=C/c1nc[nH]c1C	20	-6	15	-62	-12	-23

An excerpt from above in order of number of heavy atoms, ascending.
SMILES	yeast bub3	yeast mec2-1	cln2 rad14	yeast rad50	yeast mlh1 rad18	yeast sgs1 mgt1
CCOC(=O)C(Br)Br	23	-3	22	20	11	-14
Cc1ccnc(NN=O)c1	-17	-19	-1	-2	2	-7
COc1c2occc2c(CCl)c2ccc(=O)oc12	6	11	24	27	28	14
S=P(Nc1ccccc1)(Nc1ccccc1)Nc1ccccc1	98*	98*	98*	97*	97*	97*
COc1ccc(-n2c(C)nc3ccccc3c2=O)cc1CN(CCCl)CCCl	3	-4	-22	4	2	-8

Results in yeast bub3 (four entries from above):
structure,yeast bub3
CCOc1ccc(N)cc1,0
C/C=C\C(=O)O,-2
CCOP(=O)(OCC)/C(C#N)=C/c1nc[nH]c1C,20
[pH]1p2[pH]p3p1p3[pH]2.c1cc[c]([Ge]([c]2ccccc2)[c]2ccccc2)cc1.c1cc[c]([Ge]([c]2ccccc2)[c]2ccccc2)cc1.c1cc[c]([Ge]([c]2ccccc2)[c]2ccccc2)cc1,-1

More entries follow.
SMILES	yeast bub3	yeast mec2-1	cln2 rad14	yeast rad50	yeast mlh1 rad18	yeast sgs1 mgt1
CN1CC=C(c2ccc(O)cc2)CC1	8	-9	43	0	-24	5
CN1CCC2(C)CC(Br)(Cc3ccccc32)C1Cl (configuration not stated)	2	11	22	-34	16	10
O=C1NCN(c2ccccc2)C12CCN(CCCSc1ccc(F)cc1)CC2	18	15	-2	32	35	6
O=c1oc2ccccc2c(O)c1C1c2c(c3ccccc3oc2=O)Oc2c1c(=O)oc1ccccc21	85*	91*	87*	85*	92*	88*
Oc1ccc2ccccc2c1/C=N/NC(=S)NC1CN2CCC1CC2 (configuration not stated)	13	12	-12	0	6	-5
CN(C)C(=S)[S][Hg][c]1ccccc1	92*	93*	93*	91*	92*	94*
[C-]#[O+].[C-]#[O+].[Mo].[N-]=Nc1ccc([N+](=O)[O-])cc1.[c-]1[c-][c-][cH-][c-]1	5	21	9	94*	79*	85*
CCCCOP(=O)(CCCC)OCCCC.CCCCOP(=O)(CCCC)OCCCC.CCCCOP(=O)(CCCC)OCCCC.CCCCOP(=O)(CCCC)OCCCC.O.O.[Co+2].[O-][Cl+3]([O-])([O-])O	20	6	18	25	6	7
CN(C)CC#N	-3	2	11	4	0	-9
C[C@@H]1C[C@@]2(O[C@@H]2C)C(=O)O[C@@H]2CCN3CC=C(COC(=O)[C@]1(C)O)[C@H]23	-5	-16	13	-4	-75	-8
COc1ccc2[nH]c3c(c2c1)CCN(C)CC3	-19	-17	8	-16	-23	-8
CCCCCC[n+]1noc(N)c1-c1ccc(-c2c(N)on[n+]2CCCCCC)cc1	16	-1	22	18	18	26
c1cc2n[se]nc2cc1-c1ccc2n[se]nc2c1	-10	-12	-40	27	-17	-8
CCCCC1(CCO)C(=O)NC(=O)NC1=O	28	-3	-19	-12	-21	-6
C=C(C)CC1(CC)C(=O)NC(=S)NC1=O	-6	-1&-22	6	-2&-12	12&-13	0
O=C(O)COc1nc(Cl)c(Cl)cc1Cl	16	6	-2	3	1	12
CC1CN1C1=C(Cl)C(=O)C(N2CC2C)=C(Cl)C1=O (configuration not stated)	45	19	10	46	69	69
Oc1cc(Br)c(O)c(Br)c1	36	43	-11	10	42	30
O=C1NC(=O)C2(CCCC2)C(=O)N1c1ccccc1	3	-14	-38	10	-10	-4
O=C(CCBr)Nc1ccc(Cl)cc1C(=O)c1ccccc1	55	6	-2	7	-6	10
NCCc1ccc(OCc2ccccc2)c(OCc2ccccc2)c1	nt	92*	nt	92*	90*	nt
O=C(Nc1ccc(S(=O)(=O)F)cc1[N+](=O)[O-])c1ccc2ccccc2c1O	3	-1	8	47	20	33
CC(C)(C)OP(O)(=S)OC(C)(C)C	16	13	15	14	10	16
Nc1cccnc1	-24	-36	-2	-29	-6	24
CCCCOP(O)(=S)OCCCC.[Y]	-9	3	25	-21	-3	4
N#Cc1ccc(CO)cc1Br	-3	4	-17	-4	3	-9

Not all compounds are listed; rates above refer to the full screens.
